Screens (PubChem)
Mtb FBA inh: Mtb fructose-bisphosphate aldolase inhibition. hit rate 2.3% among 360,000. purified M. tuberculosis FBA, fluorescence read-out. inhibition, % at 1 µM. P9WQA3; in the data active = inhibition above about 27%;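 also: 0% = vehicle and 100% = reference inhibitor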
Target sequence (P9WQA3 whole entry, looked up): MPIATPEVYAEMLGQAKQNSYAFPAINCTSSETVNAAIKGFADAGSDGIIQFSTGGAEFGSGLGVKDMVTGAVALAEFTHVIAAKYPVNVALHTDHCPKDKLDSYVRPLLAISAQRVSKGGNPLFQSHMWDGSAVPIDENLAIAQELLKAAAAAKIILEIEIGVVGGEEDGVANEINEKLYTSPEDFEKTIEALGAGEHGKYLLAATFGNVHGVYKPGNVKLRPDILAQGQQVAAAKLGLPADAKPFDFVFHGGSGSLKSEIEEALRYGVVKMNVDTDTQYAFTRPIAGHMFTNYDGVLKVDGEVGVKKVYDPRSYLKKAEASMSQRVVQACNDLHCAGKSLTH
PrPC surface inh: reduces human prion protein on the cell surface; AID 720596; inhibition, % at 13.8 µM; hit rate 0.43% among 370,000; cell surface PrPC, TR-FRET read-out; in the data active = inhibition above about 24%; also: 0% = median of the test wells and 100% = reference compound wells
FadD28 binding: blocks FadD28 binding to the bisubstrate probe. AID 588549. fluorescence polarization. inhibition, % at 12.5 µM. hit rate 0.22% among 360,000; in the data active = inhibition above about 8.5%, passing the limit was not always enough; inconclusive = no clear call, values can overlap the other calls
BoNT-F LC inh: BoNT F light chain protease inhibition; Multiplex microsphere protease cleavage assay, flow cytometry; inhibition, % at 10 µM; hit rate 0.22% among 360,000; in the data active = inhibition above about 35%, passing the limit was not always enough; inconclusive = no clear call, values can overlap the other calls; also: plate controls were buffer without enzyme for full effect and enzyme alone for no effect
Mtb BioA inh: inhibitors of Mycobacterium tuberculosis BioA enzyme. purified M. tuberculosis BioA enzyme, plate reader. inhibition, % at 9.99 µM. hit rate 0.096% among 360,000. AID 602481; in the data active = inhibition above about 40%; inconclusive = no clear call, values can overlap the other calls
GDH-TPI inh: counter-screen for M. tuberculosis FBA inhibitors: GDH-TPI coupled enzymes; hit rate 1.2% among 360,000; GDH-TPI coupled enzyme counterscreen, NADH absorbance; inhibition, % at 4.8 µM;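 also: 0% = DMSO wells and 100% = wells lacking the enzyme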
CCHFV vOTU inh: blocks the CCHF virus ovarian tumor domain protease | AID 651958 | CCHFV vOTU protease, Pep-AMC fluorescence | inhibition, % at 11.5 µM | hit rate 0.55% among 370,000; also: 0% = vehicle wells with enzyme and 100% = no enzyme wells
BoNT-A LC inh2: inhibitors of Botulinum neurotoxin A light chain protease. multiplex microsphere protease substrate cleavage, flow cytometry. inhibition, % at 10 µM. hit rate 0.17% among 360,000. AID 588499; in the data active = inhibition above about 30%; inconclusive = no clear call, values can overlap the other calls; also: plate controls were buffer without enzyme for full effect and enzyme alone for no effect
Mtb UGM inh: inhibitors of M. tuberculosis UDP-galactopyranose mutase; purified UGM, fluorescence polarization probe displacement; inhibition, % at 10 µM; hit rate 0.06% among 320,000; AID 504406; in the data active = inhibition above about 10%, passing the limit was not always enough; inconclusive = no clear call, values can overlap the other calls
Target sequence (P9WIQ1 whole entry, looked up): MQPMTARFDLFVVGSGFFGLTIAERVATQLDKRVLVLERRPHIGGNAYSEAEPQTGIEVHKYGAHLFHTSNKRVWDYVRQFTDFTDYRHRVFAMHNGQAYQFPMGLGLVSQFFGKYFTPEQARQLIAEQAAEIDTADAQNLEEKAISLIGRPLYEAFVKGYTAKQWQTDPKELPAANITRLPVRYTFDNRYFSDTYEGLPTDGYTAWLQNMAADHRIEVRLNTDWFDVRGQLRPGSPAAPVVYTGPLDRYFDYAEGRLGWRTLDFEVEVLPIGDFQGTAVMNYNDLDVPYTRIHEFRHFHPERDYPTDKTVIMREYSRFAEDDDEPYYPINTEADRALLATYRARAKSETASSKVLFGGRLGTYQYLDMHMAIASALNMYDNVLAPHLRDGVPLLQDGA
The depositor's hits bear a star; ? = inconclusive; . = no result given; + = active, no number. Rule as the data show it, unless noted: active = inhibition above about 30%; inactive = the rest.

Each structure is followed by: Mtb FBA inh	PrPC surface inh	FadD28 binding	BoNT-F LC inh	Mtb BioA inh	GDH-TPI inh	CCHFV vOTU inh	BoNT-A LC inh2	Mtb UGM inh
1) COc1ccc(Cc2nnc(NS(C)(=O)=O)s2)cc1
 : -3	.	-1.6	-4	.	-4	.	0.3	2.8
2) O=C(Nc1ccccc1)N(O)c1ccc(Cl)cc1
 : -1	9	-1.8	-6	0.7	-1	2	0.5	-2.8
3) Cc1cc(C)c(C#N)c(SCC(=O)OC2CCCCC2)n1
 : -1	2	-3.0	-14	-0.5	6	27	-3.1	1.3
4) Cc1cccc2sc(NC(=O)[C@H](C)N3C(=O)C4CC=CCC4C3=O)nc12 (some centres not stated)
 : 7	5	-2.2	-7	.	9	-6	-0.8	2.7
5) C/C(CC(=O)NC1CCCCC1)=N\NC(=O)COc1ccc(C)cc1Br
 : -1	13	-3.6	-2	.	0	13	-0.6	0.8
6) CCOC(=O)C1CCN(C(=S)NC(=O)c2cccs2)CC1
 : -2	-3	-3.2	7	-1.0	4	3	0.7	-2.6
7) O=C(COC(=O)/C=C/c1ccccc1F)Nc1nnc(-c2ccccc2)o1
 : -2	-3	-2.0	4	-0.2	6	2	-1.4	3.0
8) O=C(NCc1ccccn1)C1CCCCC1
 : 1	-3	-2.5	-2	0.9	-9	-3	-0.4	2.2
9) Cn1c(Cn2nnc3ccccc32)nnc1SCC(=O)N1c2ccccc2CCc2ccccc21
 : 0	1	-4.7	1	0.6	6	0	-0.4	2.0
10) CN(C(=O)COc1ccccc1)c1nc(-c2ccc(F)cc2)cs1
 : 1	2	-0.7	1	.	-4	-19	-0.1	1.3

The results go on.
Each structure is followed by: Mtb FBA inh	PrPC surface inh	FadD28 binding	BoNT-F LC inh	Mtb BioA inh	GDH-TPI inh	CCHFV vOTU inh	BoNT-A LC inh2	Mtb UGM inh
11) Cn1c(=O)c(C(=O)CCl)c(N)n(Cc2ccccc2)c1=O
 : -1	3	-1.2	-3	0.9	-5	-4	-0.9	1.1
12) CC(CCC(=O)O)C1CCC2C3CCC4CC(O)CCC4(C)C3CC(O)C12C (configuration not stated)
 : -1	5	-3.8	-10	2.3	-5	-2	0.6	.
13) CCOC(=O)C1CCN(C(=O)Nc2ccc(Cl)cc2)CC1
 : 19	0	-3.9	?	3.1	-3	-5	2.0	1.4
14) O=C(c1ccc(Br)s1)N1CCN(c2ncccn2)CC1
 : 5	-10	-1.4	0	13	9	3	1.9	-0.7
15) O=C(c1cc(Cl)cc(Cl)c1)N1Cc2ccccc2-n2nncc2C1
 : 2	0	-1.9	7	.	1	-3	0.1	.
16) O=C(CN1CCCCCC1)Nc1ccccc1Oc1ccccc1
 : 1	-8	-4.3	2	-1.7	-9	3	0.1	2.1
17) Nc1nonc1-n1nnc(C(=O)N/N=C/C2CC=CCC2)c1CSc1ccccc1 (configuration not stated)
 : -2	8	0.4	1	.	5	5	-0.3	1.9
18) c1ccc(CC2CCN(c3nc4ccccc4n4cnnc34)CC2)cc1
 : 0	0	-4.7	-2	.	1	23	-0.5	-0.3
19) CC(C)CNC(=O)C1CCCN(C(=O)NCc2ccccc2)C1 (configuration not stated)
 : -7	7	-2.9	-2	.	-4	-7	0.5	-2.7
20) COc1ccc(NC(=O)c2ccccc2Oc2ccccc2)c(OC)c1
 : 2	9	0.4	-3	-0.7	12	0	0.7	-0.3

Other structures follow.
Each structure is followed by: Mtb FBA inh	PrPC surface inh	FadD28 binding	BoNT-F LC inh	Mtb BioA inh	GDH-TPI inh	CCHFV vOTU inh	BoNT-A LC inh2	Mtb UGM inh
21) C=CCC[C@H](Cc1ccc(F)cc1)C(=O)O[C@H](CNC(=O)[C@@H](CC=C)CC(=O)N(CCO)Cc1ccccc1)c1ccccc1
 : -1	-4	-1.7	-5	0.5	0	25	0.2	0.1
22) C/C(=N\Nc1ccc(C#N)cc1[N+](=O)[O-])c1ccc(C)o1
 : 0	-2	-4.0	2	-0.5	1	0	0.0	-1.5
23) COc1ccc(-c2nn(-c3ccccc3)cc2C(=O)NC2CCCCC2C)cc1 (configuration not stated)
 : -2	-8	-3.4	2	0.4	-13	-7	-3.1	.
24) N#CC1(NC(=O)COC(=O)CN2C(=O)c3ccccc3C2=O)CCCCC1
 : 0	5	-3.2	12	-0.6	-6	-5	-0.7	-1.8
25) O=C(COc1ccc2ccccc2c1Br)Nn1cnnc1
 : 5	19	-1.6	-5	-1.1	12	7	-0.7	3.5
26) COc1ccc(C2=Nn3c(nnc3-c3ccccc3Cl)SC2)cc1OC1CCOC1 (configuration not stated)
 : 3	3	-0.7	-2	-5.1	6	0	0.0	3.8
27) O=c1oc2c(CN3CCCCC3)c(O)ccc2c2c1CCCC2
 : +	1	-1.4	-7	3.1	24	-311	1.1	0.8
28) CCOc1ccc(OC(=O)NC(c2ccccc2)C(Cl)(Cl)Cl)cc1 (configuration not stated)
 : 0	1	-4.5	-13	-0.4	-9	-3	-1.1	2.1
29) CC1CCc2c(nc3ncnn3c2N2CC(C)OC(C)C2)C1 (configuration not stated)
 : -6	-5	-0.9	8	3.2	5	9	0.3	0.0
30) COc1ccccc1/C=N/NC(=O)C(=O)N1CCN(c2ccccc2OC)CC1
 : 2	4	-4.4	9	-0.2	8	4	0.9	-0.2

Next section.
Each structure is followed by: Mtb FBA inh	PrPC surface inh	FadD28 binding	BoNT-F LC inh	Mtb BioA inh	GDH-TPI inh	CCHFV vOTU inh	BoNT-A LC inh2	Mtb UGM inh
31) O=C(COC(=O)c1cc([N+](=O)[O-])ccc1N1CCOCC1)Nc1ccc(Cl)cc1
 : -3	-8	-3.6	1	-1.0	10	7	0.3	-0.9
32) O=C(CCC1CCCC1)Nc1ccccc1-c1ccccc1
 : 6	1	-2.5	6	.	5	13	1.0	0.5
33) Cc1cccnc1NC(=O)CNC(=O)c1ccccc1
 : 0	0	-0.9	-8	-1.0	7	-3	0.2	-0.1
34) COCCCN(CC(=O)Nc1ccc(F)cc1)S(=O)(=O)c1cccs1
 : 5	10	-3.6	-4	-0.7	15	-6	0.3	1.5
35) CCOC(=O)c1nnn(CC(=O)Nc2cccc(F)c2)c1C(=O)OCC
 : 0	2	-3.6	-2	2.0	6	7	0.8	-3.7
36) O=C(N1CCOCC1)N1CCN(c2ccccc2)CC1
 : 0	6	-0.2	-1	.	-1	0	0.8	4.2
37) COc1ccc(C(CNC(=O)Cc2ccccc2F)N2CCCCC2)cc1 (configuration not stated)
 : 1	1	0.0	-2	.	-3	-3	-1.7	-0.9
38) C#CCN(CC=C)C(=O)c1ccc2nc(C3CCCCC3)oc2c1
 : 1	5	-2.7	?	1.7	-7	0	-6.0	-2.9
39) Fc1ccc(-c2csc(-c3ccccn3)n2)cc1F
 : 6	0	-1.3	-4	.	0	-7	-0.4	-1.9
40) CC(=O)c1cccc(CN2CCC(n3nccc3NC(=O)CCOc3ccccc3)CC2)c1
 : 3	-6	-0.8	6	0.5	1	-3	1.3	1.9

Next entries:
Each structure is followed by: Mtb FBA inh	PrPC surface inh	FadD28 binding	BoNT-F LC inh	Mtb BioA inh	GDH-TPI inh	CCHFV vOTU inh	BoNT-A LC inh2	Mtb UGM inh
41) Cc1ccc(NC(=O)C2(C)CCN2C(=O)c2ccccc2CCc2ccccc2)cc1C (configuration not stated)
 : -3	3	-2.5	2	0.2	0	5	0.0	.
42) CCC(=O)N1CCc2cc(S(=O)(=O)NC(Cc3ccccc3)C(=O)NC3CCCCC3C)ccc21 (configuration not stated)
 : 3	1	-1.2	-3	-1.2	11	-5	0.0	2.5
43) O=S(=O)(Nc1ccccc1N1CCCCC1)c1ccc(Cl)s1
 : 0	2	-1.1	-18	0.2	0	10	2.2	-1.0
44) O=C(CCNC(=O)c1ccccc1Cl)NCCCSc1ccccc1
 : -5	-7	-1.8	-13	1.2	-1	12	-1.3	-0.2
45) COCCn1c(SCC(=O)Nc2cccc(NC(C)=O)c2)nc2c([nH]c3ccccc32)c1=O
 : -1	29*	-2.4	-7	-3.5	10	12	0.7	-0.1
46) CCc1c(C(=O)NCc2ccc3c(c2)OCO3)[nH]c(C)c1C(C)=O
 : -2	5	0.0	-3	.	9	-1	-2.0	-1.2
47) COc1ccc(OC)c(NC(=O)CN(c2ccc(C)cc2)S(=O)(=O)c2c(C)noc2C)c1
 : -2	1	-3.2	26	0.2	14	12	1.1	-2.0
48) COc1ccc(C2c3ccc4ccccc4c3Oc3ncn(CCN4CCOCC4)c(=N)c32)cc1OC (configuration not stated)
 : 5	10	-6.6	?	.	-13	3	4.5	2.7
49) COCCNc1nnc(SC(C)C(=O)Nc2c(C)n(C)n(-c3ccccc3)c2=O)s1 (configuration not stated)
 : 0	6	-0.7	2	-1.0	-9	0	2.7	0.4
50) CC(=O)NCCc1c(C)n(Cc2ccccc2)c2ccccc12
 : -3	10	-0.6	?	2.1	3	2	-1.9	0.0

Given screen by screen: entries from further up
44) O=C(CCNC(=O)c1ccccc1Cl)NCCCSc1ccccc1
45) COCCn1c(SCC(=O)Nc2cccc(NC(C)=O)c2)nc2c([nH]c3ccccc32)c1=O
46) CCc1c(C(=O)NCc2ccc3c(c2)OCO3)[nH]c(C)c1C(C)=O

Assay by compound	44	45	46
Mtb FBA inh	-5	-1	-2
PrPC surface inh	-7	29*	5
FadD28 binding	-1.8	-2.4	0.0
BoNT-F LC inh	-13	-7	-3
Mtb BioA inh	1.2	-3.5	.
GDH-TPI inh	-1	10	9
CCHFV vOTU inh	12	12	-1
BoNT-A LC inh2	-1.3	0.7	-2.0
Mtb UGM inh	-0.2	-0.1	-1.2

Additional records follow.
Each structure is followed by: Mtb FBA inh	PrPC surface inh	FadD28 binding	BoNT-F LC inh	Mtb BioA inh	GDH-TPI inh	CCHFV vOTU inh	BoNT-A LC inh2	Mtb UGM inh
51) COc1cc(C(=O)Oc2c(OC)cc(C(=S)N3CCOCC3)cc2OC)cc(OC)c1OC
 : -1	-3	-5.0	?	0.0	-13	13	-1.0	-3.0
52) COc1cc(OC)cc(C(=O)NCc2n[nH]c(=S)n2-c2ccccc2OC)c1
 : -2	-9	-2.0	-8	-0.4	3	12	1.7	1.5
53) CC(C)(C)C(=O)/C=c1\[nH]c(=O)/c(=C\c2ccc(C#N)cc2)s1
 : -5	-3	-0.5	-5	-1.3	20	-8	1.2	6.7
54) COc1cc(OC)cc(C(=O)N2CCN(C(=O)c3ccc(-c4ccccc4)cc3)CC2)c1
 : 0	-5	-1.6	-12	.	0	3	0.0	-0.1
55) O=C(Cc1cccs1)N1Cc2ccccc2-n2nncc2C1
 : -1	0	-0.5	1	-0.2	8	1	0.4	.
56) Cc1ccc(C2=NS(=O)(=O)N(C)C(C(=O)NCc3ccccc3)=C2)cc1
 : -1	-9	-3.7	-6	0.4	19	12	-0.7	-1.1
57) CN(C)c1ccc(/C=N/NC(=O)c2ccccc2O)o1
 : 0	-6	0.8	-8	.	13	-11	-0.2	1.5
58) O=C(NCC1CCCO1)C1CCCCN1S(=O)(=O)c1ccc(F)cc1 (configuration not stated)
 : 4	-3	0.0	-7	1.1	12	5	-1.2	-2.4
59) CCCC(=O)N1CCC1(C)C(=O)NS(=O)(=O)c1cccc(F)c1 (configuration not stated)
 : 0	-2	-0.7	-5	-0.6	0	-5	-0.2	.
60) O=C(NCc1cccnc1)c1cc(S(=O)(=O)N2CCCC2)c(Cl)cc1Cl
 : -3	6	-3.0	14	1.1	2	7	0.0	.
61) O=C1CCCCc2cc(O)c(O)cc21
 : -1	1	-3.8	-1	.	16	-10	-0.5	.
62) CC1CCCC(NC(=O)c2cc(S(=O)(=O)N3CCOCC3)ccc2F)C1C (configuration not stated)
 : 0	6	-0.3	-6	.	14	-6	-1.9	2.7
63) O=C(CCN1C(=O)/C(=C\c2ccccc2F)SC1=S)N1CCOCC1
 : 1	2	-1.7	-7	-1.1	15	-1	-0.3	.
